# Source: PubChem (several laboratories)
# DAGLB inhibitor: DAGLB lipase inhibitors, primary screen, biochemical, fluorescence, HTS | inhibition, % at 5.17 µM | 340,000 tested, 0.059% active | HEK293T DAGLB membrane lysate, EnzChek fluorogenic substrate; in the data active = inhibition above about 34%;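 also: 0% = enzyme with vehicle and 100% = wells lacking enzyme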
# RTF Ca sens inh: cardiac RTF calcium sensitivity inhibitors, primary screen, biochemical, IANBD-TnC fluorescence, EC70 calcium; IANBD-labeled cardiac RTF, Ca2+ fluorescence; Troponin I, cardiac muscle (Homo sapiens) + Troponin T, cardiac muscle (Homo sapiens) + …; 340,000 tested, 0.12% active; inhibition, % at 7.15 µM;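 active = inhibition above the mean inhibition of all tested compounds plus 3 SD, cut at about 17% in these data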;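 also: assay run at fixed EC70 calcium of 1.6 mM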
# NSD2 inh: NSD2 histone methyltransferase inhibitors, primary screen, biochemical, AlphaScreen, single concentration, set 2. 310,000 tested, 0.54% active. inhibition, % at 12.5 µM. Histone-lysine N-methyltransferase NSD2 (Homo sapiens), O96028. NSD2 peptide methylation, 120 min; in the data active = inhibition above about 50%
# Keap1 Nrf2 FP: Keap1-Nrf2 protein-protein interaction inhibitors, primary screen, biochemical, fluorescence polarization, single point. Kelch-like ECH-associated protein 1 (Homo sapiens), Q14145. Keap1 Kelch-Nrf2 peptide fluorescence polarization, 1536-well. inhibition, % at 9.4 µM. 340,000 tested, 0.15% active. AID 504523, 2011; in the data active = inhibition above about 12%;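 also: human Keap1 Kelch domain with fluorescein labeled Nrf2 9mer peptide probe; 0% = neutral control wells and 100% = peptide positive control; higher means more block of Keap1 binding to Nrf2 peptide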
# Arr AP2 block: inhibitors of beta-arrestin/AP2 binding, primary screen, biochemical, GPCR trafficking, flow cytometry; beta-arrestin 1 C-terminal peptide binding to AP2 beta2-adaptin appendage (human); FITC-arrestin peptide / GST-AP2 beads; AP2 beta2 appendage carries R879A mutation; inhibition, % at 10 µM; 340,000 tested, 0.31% active; AID 504490, 2011;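 active = inhibition above a set limit, near 3 SD of compounds lacking own fluorescence, cut at about 54% in these data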;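 also: plate controls were DMSO wells for no effect and 5 µM unlabelled arrestin peptide for full effect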
#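 Material – GST-tagged AP2 beta2-adaptin appendage (R879A) on 4 µm glutathione beads · Probe or stimulus – fluorescein-tagged arrestin peptide at 50 nM final · Timing – 12 min plus 1 h, RT · Detection – bead flow cytometry, FITC channel · Read-out basis – inhibition as reduced fluorescein signal on beads, percent · Medium – PBS plus Tween 20 (0.05%) and BSA (0.1%)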
# V-ATPase pH: regulators of yeast V-ATPase proton pumping, primary screen, pHLuorin cytosolic pH fluorescence; S. cerevisiae; response, % at 10 µM; 350,000 tested, 0.37% active; AID 504577, 2011; in the data active = response mostly above about 7.3%, no sharp cut-off; inactive = mostly below about 5.4%; also: actives read high; inactives centre near 0; some compounds called inactive have numbers as strong as hits
# CAL PDZ FP-1: untagged CAL PDZ binding inhibitors, primary screen, biochemical, fluorescence polarization, HTS; 300,000 tested, 0.92% active; AID 602252, 2012; purified CAL PDZ, TMR-peptide fluorescence polarization, 1 h; inhibition, % at 24.9 µM;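 active = mean inhibition of at least 30% with at least half of replicates also reaching 30%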;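 also: 0% = DMSO neutral control and 100% = excess unlabeled competitor peptide PRC23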
# LANA DNA inh: inhibitors of KSHV C-LANA binding to DNA, primary screen, biochemical, fluorescence polarization, FAM-LBS DNA, MBP-C-LANA, single point; AID 504423, 2011; Kaposi's sarcoma herpesvirus LANA C-terminal domain (residues 932-1162) DNA binding; inhibition, % at 9 µM; 340,000 tested, 0.078% active;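 active = highest replicate inhibition at or above 60% at 9 µM, even if other replicates fall short; inactive = all replicates below 60% inhibition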;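 also: 0% = neutral control wells and 100% = 4 µM acridine orange control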
# CAL PDZ FP-2: CAL PDZ peptide-binding inhibitors, primary screen, biochemical, fluorescence polarization, Cer-tagged CAL PDZ, HTS | 330,000 tested, 0.02% active | AID 504414, 2011 | purified CAL PDZ, TMR-peptide fluorescence polarization, 1 h | inhibition, % at 20 µM | Golgi-associated PDZ and coiled-coil motif-containing protein (Homo sapiens), Q9HD26;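 active = highest replicate inhibition of at least 40%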;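 also: plate controls were DMSO neutral control wells for no effect and unlabeled competitor peptide control wells for full effect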
#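 Material: tagged CAL PDZ protein CerCALP, purified; buffer or medium: sodium phosphate/NaCl buffer pH 7.4 with TCEP, IgG, Thesit; also added: fluorescent TMR peptide probe; schedule: 1 h incubation at room temperature before polarization reading; technique: fluorescence polarization from S- and P-plane intensities, G-factor corrected; control set: unlabelled peptide and DMSO controls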
# Pemphigus Ab inh: inhibitors of pemphigus antibody binding to DSG3, primary screen, biochemical, bead-based, flow cytometry, scFv-GFP; Desmoglein-3 (Homo sapiens), P32926; DSG3-coupled beads, scFv-anti-DSG3-GFP binding; hits give low values; binding (percent of control), % at 10 µM; 310,000 tested, 0.48% active;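 active = binding more than 3 SD below its plate's average and above zero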;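 also: hits lower antibody fragment binding to DSG3; some compounds called inactive have numbers as strong as hits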
# Target sequence (P32926 whole entry, looked up, the tested form may be a part): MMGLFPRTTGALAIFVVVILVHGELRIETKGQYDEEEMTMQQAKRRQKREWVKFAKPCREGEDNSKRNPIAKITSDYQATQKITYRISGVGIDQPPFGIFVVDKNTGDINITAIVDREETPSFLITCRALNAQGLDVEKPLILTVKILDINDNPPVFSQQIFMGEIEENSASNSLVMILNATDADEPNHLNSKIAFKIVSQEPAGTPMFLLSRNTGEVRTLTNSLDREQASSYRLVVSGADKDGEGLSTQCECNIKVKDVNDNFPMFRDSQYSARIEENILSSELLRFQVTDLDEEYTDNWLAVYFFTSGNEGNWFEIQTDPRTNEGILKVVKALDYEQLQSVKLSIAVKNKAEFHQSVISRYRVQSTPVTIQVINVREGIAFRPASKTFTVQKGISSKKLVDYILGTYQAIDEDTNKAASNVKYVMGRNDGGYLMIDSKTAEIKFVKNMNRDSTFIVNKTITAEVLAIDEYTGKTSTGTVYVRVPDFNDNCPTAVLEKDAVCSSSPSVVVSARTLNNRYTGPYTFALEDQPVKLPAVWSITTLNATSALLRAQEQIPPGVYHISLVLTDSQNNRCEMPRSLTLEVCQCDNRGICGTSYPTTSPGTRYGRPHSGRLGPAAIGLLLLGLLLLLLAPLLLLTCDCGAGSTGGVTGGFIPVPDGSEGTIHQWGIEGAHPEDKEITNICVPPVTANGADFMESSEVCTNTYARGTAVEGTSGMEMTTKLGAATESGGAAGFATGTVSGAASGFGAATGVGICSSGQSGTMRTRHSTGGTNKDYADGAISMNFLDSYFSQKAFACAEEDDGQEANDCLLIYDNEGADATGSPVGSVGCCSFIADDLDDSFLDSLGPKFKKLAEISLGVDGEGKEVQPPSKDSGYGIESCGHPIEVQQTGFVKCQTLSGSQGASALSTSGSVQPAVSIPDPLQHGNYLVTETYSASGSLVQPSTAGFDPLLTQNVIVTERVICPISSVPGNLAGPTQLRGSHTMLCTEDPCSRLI
# Numbers without * were called inactive; / = no result given; & = joins results of further samples.
SMILES,DAGLB inhibitor,RTF Ca sens inh,NSD2 inh,Keap1 Nrf2 FP,Arr AP2 block,V-ATPase pH,CAL PDZ FP-1,LANA DNA inh,CAL PDZ FP-2,Pemphigus Ab inh
COc1ccc(CCNC(=O)C(=O)NCC2OCCN2S(=O)(=O)c2ccc(Br)cc2)cc1OC (stereo not given),0,1,2,0,-3,1,6,0.9,-0.9,102
COc1ccc(OC)c(NC(=S)N2c3ccccc3CC2C)c1 (stereo not given),-4,-7,3,0,-28,2,3,-1.4,0.2,107
CC(C)C(=O)Nc1cccc(COc2cccc(CN(Cc3ccccc3)C(=O)OC(C)(C)C)c2)c1,-12,-5,/,3,13,0,-1,-2.1,-0.2,112
CC(C)N1CCN(Cc2coc3ccccc3c2=O)CC1CCO (stereo not given),-3,-4,1,-8,-10,/,3,0.0,-0.5,108
Cc1ccc(C(=O)O)cc1NC(=O)CCc1ccccc1,-1,-7,-2,-5,-9,-1,0,-0.1,-1.5,98
Cc1cccc(C)c1OCC(=O)NNC(=O)Nc1ccc(Cl)cc1,0,14,-2,-4,14,-1,10,1.0,0.1,104
COc1ccc([C@@H]2CC=C(C(=O)O)[C@H](c3cccc(Cl)c3)N2S(=O)(=O)c2ccccc2C)cc1,6,-5,/,0,8,-3,0,-0.1,-2.4,109
O=C(CCn1cccc(C(F)(F)F)c1=O)Nc1cccc(C(F)(F)F)c1,/,/,2,/,9,0,/,/,/,107
COc1ccc(NC(=O)c2ccc(C(=O)c3ccccc3)o2)cc1,-5,4,3,3,2,3,-3,1.8,/,70
CCC(C)NC(=O)CNS(=O)(=O)c1ccc(C)cc1 (stereo not given),-3,-10,1,-4,-5,2,4,-2.1,-0.2,109
O=C(Nc1ccnn1C1CCN(C(=O)c2ccc(Cl)c(F)c2)CC1)C1CCOC1 (stereo not given),-1,-16,-3,1,-7,3,13,-1.1,-0.1,98
O=C(N=Nc1c(O)n(Cc2ccccc2)c2ccccc12)c1ccc(O)cc1,6,-1,2,-6,-1,3,-5,0.4,-0.1,95

# One compound at a time, as listed above. Order of values: DAGLB inhibitor	RTF Ca sens inh	NSD2 inh	Keap1 Nrf2 FP	Arr AP2 block	V-ATPase pH	CAL PDZ FP-1	LANA DNA inh	CAL PDZ FP-2	Pemphigus Ab inh
# Record of Cc1cccc(C)c1OCC(=O)NNC(=O)Nc1ccc(Cl)cc1 : 0	14	-2	-4	14	-1	10	1.0	0.1	104
# Record of O=C(CCn1cccc(C(F)(F)F)c1=O)Nc1cccc(C(F)(F)F)c1 : /	/	2	/	9	0	/	/	/	107

# Carrying on:
SMILES,DAGLB inhibitor,RTF Ca sens inh,NSD2 inh,Keap1 Nrf2 FP,Arr AP2 block,V-ATPase pH,CAL PDZ FP-1,LANA DNA inh,CAL PDZ FP-2,Pemphigus Ab inh
C=CCNC(=O)COC(=O)COc1ccc(Cl)cc1C,-1,-11,-3,-4,-9,-1,-1,-0.3,/,100
COc1ccc(Cn2ccnc2SCC(=O)Nc2ccccc2)cc1,1,3,3,-1,2,-1,/,1.0,-0.4,/
CC(C)c1c(C(=O)N/N=C/C2CC=CCC2)nnn1-c1nonc1N (stereo not given),-1,-5,-3,2,22,-2,-5,0.4,-0.4,/
CCc1noc(C)c1C(=O)N1CCN(S(=O)(=O)c2ccc(Cl)s2)CC1,2,-2,-12,-5,-4,-5,-6,-0.4,-1.5,98
Cc1cc(NC(=O)CCCC(=O)N(CC(=O)NC2CCCCC2)c2ccccc2)no1,0,4,0,-7,1,2,-2,1.1,0.1,/
COc1ccc(C(=O)Nc2ccccc2NC(=O)c2ccc(OC)cc2)cc1,-4,-3,-2,1,1,-2,/,0.0,-0.2,101
CC(C)(C)NC(=O)NC(=O)COC(=O)Cn1c(C(F)(F)F)nc2ccccc21,0,3,-3,-4,1,-5,-2,0.6,-0.2,97
CC(=O)c1sc(N)nc1C,-2&2,8,/,2,-2,0&7,0,-1.8,0.2,101&108
Cn1nc(C(F)(F)F)c(CNC(=O)C(C)(C)CCl)c1N1CCOCC1,-2,-6,-2,0,13,-1,2,0.2,0.0,113
CNC(=O)c1cc(NC(=O)N(CCC#N)CCN(C(=O)NC(Cc2ccccc2)C(=O)NC(CC(C)C)C(=O)NC)c2ccccc2)ccc1OC (stereo not given),2,-7,-1,-2,-3,1,-1,1.6,-1.7,/
CC(C)(C)c1ccc(Oc2ccc(N)cc2)cc1,-4,-3,2,-10,5,-1,-6,-0.4,-0.2,112
CCCc1nnc(NC(=O)CCS(=O)(=O)Cc2ccccc2)s1,-3,-9,33,2,18,0,/,0.6,0.1,/
Cc1ccc(NC(=O)Cn2nnc(C(=O)NCc3cccs3)c2N)cc1Cl,1,-7,-2,-1,-13,0,-1,1.0,-2.4,97
CCOc1[nH]c(/N=C/c2ccco2)c(C#N)c1C#N,-3,-4,8,4,14,-1,-2,17,-0.3,104
CN(C(=O)Nc1cnccc1C(F)(F)F)C1CCCCC1,1,-2,-8,0,0,4,/,1.7,-0.1,107
O=C1CCC(C(=O)N2CCCCO2)CN1CCc1ccccc1 (stereo not given),2,-4,0,6,9,11,-6,0.5,-0.1,104
C/C(=C/C(=O)O)C(=O)Nc1cccc(C(F)(F)F)c1,3,-18,-1,1,6,8,0,-0.7,1.0,97
O=C1C=C(c2cccc(Cl)c2O)C[C@@H](c2ccc(F)cc2)C1,-3,-7,/,-6,11,-3,-20,0.7,-0.5,97
Cc1ccc(C2N(c3ccc(Cl)c(Cl)c3)C(=O)C3CCCN32)o1 (stereo not given),-2,-7,-1,0,4,2,-5,1.2,-1.2,106
Cc1cc(C)n(CC(C)NC(=O)CCc2nnc(CCc3ccccc3)o2)n1 (stereo not given),-5,-1,-1,2,23,3,-2,-0.9,-2.3,96
CS(=O)(=O)c1ccc2nc(NC(=O)C3COc4ccccc4O3)sc2c1 (stereo not given),2,-3,8,6,8,3,-3,-0.2,/,87
O=S(=O)(N[C@H](CO)c1ccccc1)c1ccc(Br)cc1F,1,-11,/,-3,15,0,-2,-2.8,2.2,95
O=C(CSc1ncc(C(F)(F)F)cc1Cl)N1CCN(S(=O)(=O)c2ccc(Cl)cc2)CC1,-5,-6,-3,-3,-2,-5,-2,-0.3,-0.5,99
C=CC(=O)N1C/C=C\C(c2ccc(OC)cc2)N(Cc2ccc(F)cc2)C(=O)C1 (stereo not given),-1,-1,/,-5,14,-1,-4,0.8,-0.1,103
CCN(CC)CCCn1c2c(c(SCC(=O)Nc3cc(OC)cc(OC)c3)nc1=O)CCC2,-3,4,26,-1,27,1,2,-1.7,-2.3,103
Cc1ccnc(NS(=O)(=O)c2ccc(NS(=O)(=O)c3ccc(Br)cc3)cc2)n1,2,-6,3,-3,13,3,-2,0.2,-2.2,105
CCOc1ccc(N=C2NC(=O)S/C2=C\c2ccc(N(C)C)cc2)cc1,2,-35,-1,2,11,-3,-2,4.1,0.1,/
CCOc1cccc(=O)c2c(C)oc(C)c12,0,2,4,-4,-1,2,0,2.7,-0.9,100
CC(=O)NC(Cc1ccccc1F)C(=O)NC1CCN(C(=O)c2cnccn2)CC1 (stereo not given),1,-2,3,-2,27,7,/,0.1,-0.9,95
C/C(CC(=O)NCc1ccc(F)cc1)=N\NC(N)=S,-3,-8,2,2,33,-1,4,-0.4,0.9,98
CC(=O)NNC(=O)c1cc2sccc2s1,1,-1,-4,-3,4,-2,-4,2.8,0.7,111
CCOc1cc(C2C(C(=O)c3ccco3)=C(O)C(=O)N2Cc2ccccc2)ccc1O (stereo not given),0,0,3,3,-2,3,-2,0.5,-3.9,104
CS(=O)(=O)N(CC(=O)Nc1ccc2c(c1)OCO2)c1ccc2c(c1)OCO2,2,3,0,-4,4,-2,-2,-1.0,-0.6,98
CSc1nc2nc3c(cc2c(=O)n1-c1ccccc1)COC(C)(C)C3,1,-4,-2,-4,1,-2,5,1.7,-1.0,94
Cn1ccnc1SC(=O)N1c2ccccc2Sc2ccccc21,2,-5,10,1,-9,-2,-2,0.2,-2.0,92
COc1ccc(S(=O)(=O)N2CCOCC2)cc1C(=O)NCC(c1ccco1)N1CCCC1 (stereo not given),-1,-2,2,-1,28,-3,-4,-0.2,-0.4,110
Cc1ccc(S(=O)(=O)N[C@H](C(=O)OCn2nnc3ccccc3c2=O)C(C)C)cc1,2,-13,-6,-3,-4,3,-2,-0.7,0.4,103
CC1(C)Cc2c(sc3nc(-c4ccccc4)n(N)c(=O)c23)CO1,-3,1,/,-3,-6,-1,/,1.2,0.0,/
Cc1ccc(-c2c[n+]3c(n2-c2ccccc2)CCC3)cc1,0,-7,-1,1,7,-4,3,0.9,-1.4,/
NS(=O)(=O)c1ccc(NC(=O)CSc2nnc(-c3cnccn3)n2-c2ccccc2)cc1,-3,3,3,-6,3,1,-3,2.0,-1.3,120
CC(C)Cc1nnc(NC(=O)CN2C(=O)NC3(CCCC3)C2=O)s1,3,2,1,-1,-2,1,-1,0.8,-1.6,102
O=C(CNC(=O)c1ccco1)NCC(=O)OCc1ccccc1Cl,-2,-11,56*,-1,31,-5,/,-0.2,-1.4,/
CC(=O)NC(CC(=O)Nc1ccc2c(c1)OCCO2)c1ccccc1 (stereo not given),0,-5,2,0,-12,1,-4,0.1,-0.5,106
CCOP(=O)(OCC)C(C#N)=C1SCN(c2ccc(Cl)cc2)CS1,-3,-4,-3,-3,5,0,-3,-0.9,-1.4,98
N#Cc1ccc(OCC(=O)OCC(=O)NC2CC2)cc1,-1,-5,-1,4,-16,-1,-2,-0.9,-0.6,110
C/C(=N\Nc1cc(N2CCOCC2)ncn1)c1cccc([N+](=O)[O-])c1,2,-6,-4,-2,-3,2,1,-0.3,-1.8,101
CC(C)Cc1nnc(NC(=O)C2CCN(C(=O)c3ccc(F)cc3)CC2)s1,-2,-6,-1,1,1,0,-1,0.1,-0.6,101
Cc1ccc(S(=O)(=O)NN=C(c2ccccc2)c2cccs2)cc1,1,/,-1,/,/,-2,/,/,/,104
COc1cc(NC(=S)NN2CCOCC2)cc(OC)c1,2,-3,-3,-4,-5,1,-5,1.2,-0.9,73

# The list is partial; count on the stated rates, not on these rows.
